ATXN2 expr inh: reduces ATXN2 reporter expression in HEK-293 cells; HEK-293 ATXN2-luciferase reporter, luminescence, 24 h; Potency, µM (highest dose often 57 µM), inactives show at the highest dose activity change, negative = inhibition, actives largely listed as inhibitors; 360,000 tested, 0.72% active; AID 1745845; also: potency is read from the fitted curve at half-maximal effect; % is scaled to controls: 0 for no effect and ±100 for the full control effect; nearly all actives have a fitted effect of over 55% in size
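ATXN2-luciferase reporter cells (luciferase flanked by upstream and downstream ATXN2 gene portions) were treated 24 h at 37 °C with compounds at up to 57 uM. SteadyGlo luminescence gave expression; GF-AFC fluorescence gave viability.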
SW480 rerep: DNA re-replication induction in SW480 cells; Potency, µM (top dose mostly 46.1 µM), for the others: at the top dose re-replication activation, actives largely listed as activators; SW480 DNA re-replication, Hoechst DNA content imaging, 48 h; AID 624297; 340,000 tested, 1.8% active; also: potency is read from the fitted curve at half-maximal effect; % of control where 0% means no effect; nearly all actives have a fitted effect of over 55% in size
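Cells (250 per well) received 23 nL compound or DMSO by pin tool and were kept 48 hr at 37 C, 5% CO2. Nuclei were then stained with Hoechst for 40 min and scanned for DNA content.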
HT1080-NT tox: kills 2HG-producing HT-1080-NT fibrosarcoma cells; Potency, µM (doses to about 46.1 µM), for inactives: at the top dose activity, negative = less viability, most hits filed as cytotoxic; 360,000 tested, 1.6% active; HT-1080-NT fibrosarcoma viability, CellTiter-Glo ATP luminescence, 48 h;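 also: NT is the 2HG producing partner of a matched IDH1 knockdown line; potency is read from the fitted curve at half-maximal effect; 0% = DMSO-treated cells and -100% = media-only wells without cells; nearly all actives have a fitted effect of over 55% in size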
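Read-out is CellTiter-Glo luminescence after 10 minutes at room temperature, following 48 hours' compound treatment of HT-1080-NT cells (750 cells/well, RPMI, 5% FBS, 37 degrees C).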
KB-V1 MDR tox: kills drug-selected multidrug resistant KB-V1 cells. KB-V1 MDR cells viability, CellTiter-Glo, 72 h. Potency, µM (top dose mostly 46.1 µM), for the others: at the top dose activity change, negative = cytotoxicity, most hits filed as cytotoxic. 400,000 tested, 3.4% active. AID 1347076; also: potency is read from the fitted curve at half-maximal effect; % is scaled to controls: 0 for no effect and ±100 for the full control effect; nearly all actives have a fitted effect of over 60% in size
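In this primary screen, KB-V1 cells overexpressing P-gp are incubated with library compounds (lowest to highest concentration) for 72 h at 37 degrees C before a luminescent ATP viability read.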
MCF10A rerep: DNA re-replication induction in MCF 10a cells; MCF 10A DNA re-replication, Hoechst nuclear intensity, 48 h; 350,000 tested, 2.9% active; Potency, µM (series often up to 46.1 µM), inactives show top-dose activity, positive = re-replication, most hits filed as activators; also: potency is read from the fitted curve at half-maximal effect; % of control where 0% means no effect; nearly all actives have a fitted effect of over 50% in size
IL1B secr inh: inhibitors of inflammasome signaling (IL-1 beta secretion); THP-1 LPS/ATP IL-1B secretion, AlphaLISA, 16 h; active compounds read low; activity change, % at 57.5 µM; 360,000 tested, 4.7% active; AID 743279; in the data active = activity change below about -50%; inconclusive = mostly about -30% to -49%; also: % is scaled to controls: 0 for no effect and ±100 for the full control effect
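Secreted IL-1B measured by AlphaLISA bead assay after 16 h compound exposure of THP-1 cells; compounds (final up to 57.5 uM) added 1 h before LPS (250 ng/mL) and ATP (1.25 mM) stimulation; lower signal means less secretion.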
HT1080 IDH1KD tx: toxicity to HT-1080 IDH1 knockdown cells (counter line) | 360,000 tested, 2% active | Potency, µM (highest dose often 46.1 µM), for inactives: top-dose activity, negative = toxicity, most hits filed as cytotoxic | AID 686971 | HT-1080 IDH1 knockdown viability, ATP luminescence, 48 h;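 also: potency is read from the fitted curve at half-maximal effect; 0% = DMSO wells and -100% = cell-free medium wells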
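Luminescent ATP read-out (CellTiter-Glo, 10 min at room temperature) after 48 h compound exposure at 37 °C gave viability of IDH1-knockdown HT-1080 cells. Activity was normalised to DMSO and cell-free wells, then fitted as concentration-response curves.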
ATXN viability: cell viability loss in ATXN counter-screen. S2 cells (HEK-293 line with an ATXN2-luciferase reporter) viability, CellTiter-Fluor protease fluorescence, 24 h. Potency, µM (titrated, usually from 56.7 µM), most hits filed as cytotoxic. 400,000 tested, 0.49% active. AID 651635; also: potency is read from the fitted curve at half-maximal effect; nearly all actives have a fitted effect of over 40% in size
KB-3-1 cytotox: kills parental KB-3-1 adenocarcinoma cells; 400,000 tested, 1.4% active; Potency, µM (titrated, usually from 46.1 µM), inactives show top-dose activity change, negative = cytotoxic, actives largely listed as cytotoxic; KB-3-1 viability, CellTiter-Glo ATP luminescence, 72 h; AID 1347075; also: potency is read from the fitted curve at half-maximal effect; % is scaled to controls: 0 for no effect and ±100 for the full control effect; nearly all actives have a fitted effect of over 60% in size
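Cells are dispensed, compounds pinned in, plates held at 37 °C for 72 h, then CellTiter-Glo is added and luminescence read after 10 minutes. Cell line: parental KB-3-1 in phenol-red-free DMEM, 10% FBS.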
An asterisk follows results filed as active; i = inactive; ? = inconclusive; · = not tested or not shown; & = joins results of further samples; [ ] = remark or other dose. Unless noted, calls follow the shape of the dose curve; as a rule, active = well fitted curve in the direction sought with a large enough effect; inconclusive = small, poorly fitted or top-dose-only effect, or another doubt; inactive = no such curve, though single readings can be large; an effect the other way counts as inactive or inconclusive.

Values run as follows: ATXN2 expr inh	SW480 rerep	HT1080-NT tox	KB-V1 MDR tox	MCF10A rerep	IL1B secr inh	HT1080 IDH1KD tx	ATXN viability	KB-3-1 cytotox
COCCCNC(=O)c1c(N)n(-c2ccccc2)c2nc3ccccc3nc12
 : -17%	21µM*	0%	?	23µM*	?	-13%	·	-24%
COc1ccc(-c2[nH]c(-c3cccc(OC)c3)nc2SCC(=O)NCc2ccco2)cc1
 : -18%	0%	-24%	-13%	5%	-14	-14%	?	5%
COc1ccc(NC(=O)CC2C(=O)N(C)C(=S)N2CCc2ccccc2F)cc1 (centres undefined)
 : -13%[11.3 µM]	16%	-9%	?	?	-79*	-15%	?	-8%
O=C(NC(=S)Nc1ccc(CN2CCCCC2)cc1)c1cccc(OCc2ccccc2)c1
 : ·	3%	?	?	23µM*	0	21µM*	i	-21%
Cc1ccc(Cn2c(SCC(=O)N3CC(=O)Nc4ccccc43)nc3ccccc3c2=O)cc1
 : -12%	·	-11%	21µM*	20%	0	?	i	-13%
CC1(C)O[C@@H]2[C@H](O1)[C@@H](CO)O[C@H]2n1cnc2c(N)ncnc21
 : 4%	0%	?	0%	23%	15	9%	i	17%
N#CC1=C(Nc2ccccc2)SC=C(c2ccc(Br)cc2)N=C1N1CCOCC1
 : 7%	1%	-12%	21%	?	-17	-8%	i	-18%
O=c1[nH]cccc1-c1nc2ccccc2n1Cc1cccc(F)c1
 : -3%	0%	-5%	10%	-23%	-20	2%	i	13%
Nc1c(Cl)ncnc1N/N=C/c1ccc2ccccc2n1
 : 7.9µM*	0.26µM*	?	-21%	21µM*	-83*	?	10µM*	21µM*
O=C(Nn1c(-c2ccc(Br)cc2)nc2ccccc2c1=O)c1ccc([N+](=O)[O-])cc1
 : -26%[11.3 µM]	2%	-20%	?	?	34	-22%	i	-3%
CCOC(=O)c1c(NC(=O)CN2CCOCC2)sc2c1CCCC2
 : -2%	0%	-1%	?	9%	7	-3%	i	-1%
Cc1ccc(S(=O)(=O)N2CCOCC2)cc1N/N=C(\C#N)c1nc2ccccc2[nH]1
 : ·	-4%	-5%	22%	0%	2	-11%	i	2%
CC(C)CCN1CC(=O)N2Cc3[nH]c4ccccc4c3C[C@H]2C1=O
 : -9%	-7%	9%	-5%	?	?	-1%	i	3%
O=C1CNC(=O)c2cc(Cl)ccc2N1
 : ·	·	9%	7%	·	9	10%	i	-4%
O=c1c2c3nc4ccccc4nc3n(-c3ccc4c(c3)OCCO4)c2ncn1C1CCCC1
 : ?	13µM*	24%	?	7.1µM*	-1	24%	?	?
Cc1cn(CC(=O)NCc2ccccc2)c(=O)[nH]c1=O
 : 7%	-1%	3%	0%	-13%	21	10%	i	0%
O=C(N/N=C/c1c[nH]c2ccccc12)c1cc(Br)ccc1O
 : 9%	?	?	0%	1%	24	-29%	i	11%
COc1ccc(/C=C2\Sc3ccc(C(=O)NCc4cccnc4)cc3N(C)C2=O)cc1OC
 : ?	?	23µM*	-4%	?	-80*	23µM*	?	-10%
COc1ccc(CCN(Cc2cc3ccc(C)cc3[nH]c2=O)C(C)=O)cc1OC
 : 3%	22%	-5%	12%	1%	-13	-6%	i	-5%
OCc1cccc[n+]1Cc1ccccc1
 : 4%	1%	19%	?	0%	16	4%	i	-6%
O=C1CCN(Cc2ccccc2)CCN1CCO
 : -1%	-2%	1%	-18%&8%	-5%	6	0%	i	-4%&4%
C=CCOc1cccc(C(=O)N2CCCC(CNS(=O)(=O)c3cccs3)C2)c1 (centres undefined)
 : -33%	6%	-2%	-1%	11%	-14	0%	i	-4%
COC(=O)c1ccc(C2C=C(c3ccc(Cl)cc3)Nc3nc4ccccc4n32)cc1 (centres undefined)
 : ?	·	·	-34%	·	·	·	?	-25%
O=C(NCC1CCN(C(=O)c2ccc([N+](=O)[O-])cc2)CC1)c1ccc([N+](=O)[O-])cc1
 : -17%	2%	-7%	?	2%	23	6%	·	-12%
O=C(Cn1cnc2ccccc21)Nc1ccc(SC(F)F)cc1
 : -18%	1%	-26%	?	11%	-61*	?	i	-23%
CC(=O)Nc1ccc(S(=O)(=O)N(CCCN2CCOCC2)Cc2cccs2)cc1
 : -17%	7%	4%	-9%	1.2µM*	1	-2%	i	0%
O=C1c2ccsc2SCCN1Cc1cccc(Cl)c1
 : -5%	1%	-19%	0%	5%	-1	-5%	i	-28%
Cc1oc(-c2ccc(-c3ccccc3)cc2)nc1CN(C)C1CCOC1 (centres undefined)
 : 22%	16µM*	?	?	?	-20	?	i	?
COc1ccccc1C(=O)N(Cc1ccccc1)c1ccc(C)cc1
 : -12%	?	-2%	?	6%	?	-4%	i	?
[O-][n+]1onc2c1CCc1nnc(-c3ccccc3)cc1-2
 : ?	-5%	1%	-2%	4%	-13	6%	·	-18%

An excerpt from above in order of the SW480 rerep value, smallest number first.
structure | SW480 rerep
Nc1c(Cl)ncnc1N/N=C/c1ccc2ccccc2n1 | 0.26µM*
Cc1oc(-c2ccc(-c3ccccc3)cc2)nc1CN(C)C1CCOC1 (centres undefined) | 16µM*
COCCCNC(=O)c1c(N)n(-c2ccccc2)c2nc3ccccc3nc12 | 21µM*

Next part
Values run as follows: ATXN2 expr inh	SW480 rerep	HT1080-NT tox	KB-V1 MDR tox	MCF10A rerep	IL1B secr inh	HT1080 IDH1KD tx	ATXN viability	KB-3-1 cytotox
CCCN(CC(=O)Nc1ccccc1C)C(=O)Cc1n[nH]c(=O)c2ccccc12
 : 1%	-11%	6%	0%	-3%	0	-2%	i	17%
CCOC(=O)Cn1c(=NC(=O)c2ccc([N+](=O)[O-])s2)sc2ccccc21
 : -21%	?	-4%	?	3.7µM*	0	1%	i	4.6µM*
CCN(C(=O)COC(=O)c1ccc(C)c(S(=O)(=O)N2CCCCC2)c1)C1CCS(=O)(=O)C1 (centres undefined)
 : 4%	3%	9%	-3%	-4%	16	9%	i	-16%
COc1ccc(-n2c(COc3cccc(C)c3)nnc2SCC(=O)O)cc1
 : 18%	-1%	0%	29%	10%	-1	0%	i	1%
COc1cc2cnc(-c3ccccc3)c(C(=O)c3ccc(OCc4ccccc4)cc3)c2cc1OC
 : 7%	17%	1%	0%	-1%	-22	-3%	i	0%
CC1(C)CC(=O)C(C2C3=C(CC(C)(C)CC3=O)Oc3ccc4ccccc4c32)C(=O)C1 (centres undefined)
 : 17%	?	0%	-25%	?	-72*	2%	?	22%
O=C(CCN1C(=O)/C(=C/c2cccs2)SC1=S)Nc1ccccn1
 : -32%	-12%	-8%	-1%	2%	0	2%	i	10%
COc1cc2c(cc1/C=C1/NC(=O)N(c3ccccc3)C1=O)OCO2
 : 3%	?	15%	-20%	3%	-2	2%	i	26%
CC1CCc2c(sc(NC(=O)CSc3nc4c(c(C(F)(F)F)n3)CCc3ccccc3-4)c2C(N)=O)C1 (centres undefined)
 : 4%	2%	?	?	?	11	10%	i	11%
O=C(O)c1nnsc1-c1csnn1
 : -9%	3%	-4%	0%	-1%	4	8%	i	7%
NS(=O)(=O)c1ccc(NC(=O)CSc2nc3ccccc3[nH]2)cc1
 : 1%	-8%	-1%	4%	-2%	-10	-1%	i	18%
Cc1ccc2nc(NS(C)(=O)=O)sc2c1
 : 12%[11.3 µM]	-6%	19%	-20%	0%	34	1%	i	11%
C[C@H]1CN([C@@H](C)CO)C(=O)c2cccc(NC(=O)C3CC3)c2O[C@H]1CN(C)CC1CCCCC1
 : 6%	-3%	17%	-6%	1%	8	13%	i	10%
Cc1cccc(NC(=O)Cn2c(=O)n(CCCCCC(=O)NCc3ccccc3)c(=O)c3sccc32)c1
 : ?	·	·	4%	·	·	·	22µM*	-1%
NS(=O)(=O)c1ccc(NC(=O)c2ccc3c(c2)OCO3)cc1
 : 2%	-2%	2%	0%	-1%	56	8%	i	2%
Cc1ccccc1Nc1nc(N)nc(COC(=O)c2ccc(S(=O)(=O)N(C)C)cc2)n1
 : 7%	-77%[inhibitor]	5%	-3%	8%	10	2%	?	5%
O=c1c(C/C=C/c2ccccc2)c(O)ccn1Cc1ccc(Cl)cc1Cl
 : -10%[11.3 µM]	-13%	7%	-12%	7%	-8	2%	i	4%
COc1cccc(-c2nc(-c3ccc4c(c3)-c3ccccc3S4(=O)=O)c(-c3ccccc3)[nH]2)c1OC
 : -7%	?	-5%	16%	?	-25	-4%	i	-6%
COc1cc(/C=C(/C(=O)c2cccs2)c2nc3ccccc3[nH]2)ccc1O
 : ?	7.3µM*	7.9µM*	16µM*	4.1µM*	-106*	5µM*	?	?
CCOc1ccc(S(=O)(=O)NCCCN2CCOCC2)cc1
 : 2%	-6%	-7%	-14%	10%	1	22%	i	13%
O=C1NC[C@@H](CCCCN2C[C@H](Cc3ccccc3)N(CCC3CCCCC3)C(=O)C2=O)N(Cc2ccccc2)C1=O
 : -6%	·	?	?	·	?	21µM*	i	?
C[C@H]1CN([C@@H](C)CO)C(=O)CCCn2nncc2CO[C@H]1CN(C)C(=O)c1ccc2ccn(C)c2c1
 : -11%	·	-4%	-15%	·	-1	8%	i	-1%
Oc1cccnc1CN1CCCCC1
 : -2%	0%	21%	-16%	?	-14	27%	i	-3%
CCOC(=O)C(C)Sc1nc2c(c(=O)[nH]c(=O)n2C)n1Cc1ccc(Cl)cc1 (centres undefined)
 : -5%	-9%	-2%	?	13%	-8	-1%	?	19%
CC(=O)N(CCc1ccccc1)Cc1cc2ccc(C)c(C)c2[nH]c1=O
 : -7%	1%	-2%	?	-4%	-11	-9%	i	-5%
Cc1c(Cl)cccc1NS(=O)(=O)c1ccc(-c2ccc(=O)[nH]n2)o1
 : 6%	-2%	-16%	0%	-9%	27	8%	i	14%
O=C1CC2(CCCC2)Oc2ccc(F)cc21
 : -1%	-12%	8%	0%	0%	1	6%	i	2%

Screening results from PubChem BioAssay.
